Akt phos inh = HTS Assay for Inhibitors of Akt Phophorylation: Primary Screen. 360,000 tested, 0.32% active. AID 651550, 2012. Neuro2A IGF-stimulated pAkt S473 HTRF, 20 min; hits give low values. activity change, % for hits at 50 µM; in the data active = activity change below about -80%; inconclusive = mostly about -51% to -80%; also: % is scaled to controls: 0 for no effect and ±100 for the full control effect
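Neuro2A cells in DMEM with 0.5% FBS, overnight at 37 deg C, given compound at single 50 µM final, then IGF (6 nM final) for 20 min at 37 deg C. Lysed; phospho-Akt Ser473 by HTRF after 24 h, 665/615 ratio.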
CCT modulator = High-Throughput Screening for Modulators of Cytosolic Chaperonin Activity; activity change, % (test concentration not listed), hits read low; AID 651819, 2012; purified chaperonin ATPase assay, HTRF ADP detection, 30 min; 360,000 tested, 0.3% active; in the data active = activity change below about -30%; also: % is scaled to controls: 0 for no effect and ±100 for the full control effect
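Enzyme 40 or 20 nM (batch-dependent) in Tris pH 7.4/KCl/MgCl2/DTT; cpd 76 uM single point; ATP 10 uM; 30 min 37 °C; Transcreener ADP HTRF detection, 30 min RT; ratio 665/615.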
Mm-Cpn inhibitor = Inhibitors of TCP-1 ring complex (TRiC) of Methanococcus maripaludis (MmCpn): qHTS; Chaperonin Mm-Cpn (Methanococcus maripaludis); purified Mm-Cpn ATPase, ADP Transcreener TR-FRET; Potency, µM (doses to about 76.9 µM), for the others: at the top dose activity, negative = inhibition, hits mostly inhibitors; 330,000 tested, 0.031% active; AID 504842, 2011; also: potency is read from the fitted curve at half-maximal effect; % is scaled to controls: 0 for no effect and ±100 for the full control effect; nearly all actives have a fitted effect of over 80% in size
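Eu-cryptate anti-ADP/ADP-d2 competition gives a ratio inversely related to ADP. Enzyme at 25 nM was pre-exposed to compound for 10 min, then given 10 uM ATP for 30 min, 37°C throughout.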
PTHR1 ag = qHTS for PTHR1 Agonists: Primary Screen; Parathyroid hormone/parathyroid hormone-related peptide receptor (Homo sapiens), Q03431; HEK293 GP2 PTHR1 cells, GloSensor cAMP luminescence, 1 h; Potency, µM (series often up to 115 µM), without a hit: at the top dose activation, actives largely listed as activators; 410,000 tested, 0.075% active; also: potency is read from the fitted curve at half-maximal effect; nearly all actives have a fitted effect of over 55% in size; some results filed as inactive show a strong effect at the top dose; inactives centre near -15; many of its hits are not listed in these tables
Target sequence (Q03431 whole entry, looked up): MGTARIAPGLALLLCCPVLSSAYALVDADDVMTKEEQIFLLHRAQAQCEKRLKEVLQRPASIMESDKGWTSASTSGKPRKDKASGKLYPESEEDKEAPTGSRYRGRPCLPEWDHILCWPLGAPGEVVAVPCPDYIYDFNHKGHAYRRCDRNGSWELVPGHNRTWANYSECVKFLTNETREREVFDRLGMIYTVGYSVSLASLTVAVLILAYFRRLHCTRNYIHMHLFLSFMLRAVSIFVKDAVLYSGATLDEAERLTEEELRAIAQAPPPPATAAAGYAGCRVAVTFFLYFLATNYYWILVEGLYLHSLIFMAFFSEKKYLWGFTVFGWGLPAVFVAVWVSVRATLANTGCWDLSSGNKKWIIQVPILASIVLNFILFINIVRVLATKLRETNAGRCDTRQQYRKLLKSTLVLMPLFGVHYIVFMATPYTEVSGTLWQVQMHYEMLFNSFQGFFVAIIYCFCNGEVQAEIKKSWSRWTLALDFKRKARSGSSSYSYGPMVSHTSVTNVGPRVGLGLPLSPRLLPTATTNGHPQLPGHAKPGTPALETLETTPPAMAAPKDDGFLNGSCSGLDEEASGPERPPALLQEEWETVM
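HEK-293-derived GP2 cells expressing PTHR1 and a GloSensor cAMP reporter, 3,000/well, plated overnight, given luciferin plus IBMX (each 0.5 mM as added) for 1 h at 37 °C, then compound for 1 h at 37 °C. Luminescence was read after 15 min at room temperature.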
DRD3 agonist = qHTS of D3 Dopamine Receptor Agonist: qHTS. D(3) dopamine receptor (Homo sapiens), P35462. D3R DiscoveRx beta-arrestin cells, luminescence, 90 min. max activation, %. 410,000 tested, 0.58% active. AID 652048, 2013; in the data active = max activation above about 30%; also: 0% is about no effect; mostly tested at two doses, the higher about 12 µM
Target sequence (P35462 whole entry, looked up): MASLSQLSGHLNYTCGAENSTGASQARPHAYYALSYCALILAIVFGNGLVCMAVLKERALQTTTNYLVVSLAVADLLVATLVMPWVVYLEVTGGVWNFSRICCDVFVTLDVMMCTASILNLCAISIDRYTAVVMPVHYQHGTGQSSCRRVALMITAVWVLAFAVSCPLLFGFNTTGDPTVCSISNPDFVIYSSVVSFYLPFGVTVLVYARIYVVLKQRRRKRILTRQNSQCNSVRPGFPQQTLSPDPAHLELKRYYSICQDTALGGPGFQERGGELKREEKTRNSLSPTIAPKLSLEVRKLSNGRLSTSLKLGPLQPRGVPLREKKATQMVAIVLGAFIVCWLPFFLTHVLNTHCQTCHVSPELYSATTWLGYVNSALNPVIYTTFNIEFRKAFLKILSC
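Agonist-mode cell screen: cells plated at 1500/well and incubated overnight at 37 °C, then exposed to library compounds for 90 min at 37 °C. Detection reagent was added for 30–60 min at room temperature, and luminescence was read.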
D3 antag = qHTS of D3 Dopamine Receptor Antagonist: qHTS | D(3) dopamine receptor (Homo sapiens), P35462 | 360,000 tested, 2.5% active | D3R cells, DiscoveRx beta-arrestin luminescence, antagonist mode; hits give low values | max response, negative = inhibition, %; in the data active = max response below about -50%; inconclusive = no clear call, values can overlap the other calls; also: % is scaled to controls: 0 for no effect and ±100 for the full control effect; mostly tested at two doses, the higher about 12 µM
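Cells plated overnight at 1500 cells/well, then exposed to library compounds with dopamine controls for 90 minutes at 37 degrees C. DiscoveRx reagent added for 30–60 minutes at room temperature; luminescence read, quantitative HTS format.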
EPAC2 antagonist = qHTS for Antagonist of cAMP-regulated guanine nucleotide exchange factor 2 (EPAC2): primary screen; Rap guanine nucleotide exchange factor 4 (Homo sapiens), Q8WZA2; EPAC2 GEF exchange of Rap1B-BODIPY-GDP, fluorescence; Potency, µM (top dose mostly 114 µM), without a hit: at the top dose activity, negative = inhibition, most hits filed as inhibitors; 360,000 tested, 0.18% active; AID 720708, 2013; also: potency is read from the fitted curve at half-maximal effect; % is scaled to controls: 0 for no effect and ±100 for the full control effect; nearly all actives have a fitted effect of over 45% in size; many of its hits are not listed in these tables
EPAC2 agonist = qHTS for Agonist of cAMP-regulated guanine nucleotide exchange factor 4 (EPAC2): primary screen; Rap guanine nucleotide exchange factor 4 (Homo sapiens), Q8WZA2; EPAC2 activation, biochemical qHTS; response scale: 100% = 6.5 mM cAMP response; Potency, µM (doses to about 154 µM), for inactives: at the highest dose activation, actives largely listed as activators; 360,000 tested, 0.079% active; AID 720711, 2013; also: potency is read from the fitted curve at half-maximal effect; nearly all actives have a fitted effect of over 50% in size
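Compounds were added across a concentration range to EPAC2 (100 nM), RAP1B-BODIPY-GDP (250 nM) and GDP (50 uM). After 5 min at room temperature, fluorescence was recorded at 5-min intervals for 30 min.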
An asterisk follows results filed as active; i = inactive; ? = inconclusive; nt = no result given; & = joins results of further samples; [ ] = another dose, or the depositor's remark. Unless noted, calls follow the shape of the dose curve; as a rule, active = well fitted curve in the direction sought with a large enough effect; inconclusive = small, poorly fitted or top-dose-only effect, or another doubt; inactive = no such curve, though single readings can be large; an effect the other way counts as inactive or inconclusive. The list is partial; the hit share may differ from the screen's.

Each structure is followed by: Akt phos inh, CCT modulator, Mm-Cpn inhibitor, PTHR1 ag, DRD3 agonist, D3 antag, EPAC2 antagonist, EPAC2 agonist
1: Cc1cc(S(=O)(=O)N2CCCC2)ccc1OCC(=O)Nc1ccccc1
  i, 0.6, -1%, 7%, 2, -8, -8%, -2%
2: CCCN1C(=O)C(NC(=O)c2ccncc2)(C(F)(F)F)C2=C1CC(C)(C)CC2=O (configuration not stated)
  nt, -1.6, -1%, -38%[inhibitor][57.5 µM], -6, -5, -4%, 8%
3: CCn1c(SCC(=O)OC2CCCCC2)nnc1-c1ccncc1
  i, -0.7, -1%, -8%[57.5 µM], -3, -9, 1%, 4%
4: Cc1cccc(CSc2nnc(-c3ccccn3)n2N)c1
  i, -0.2, 1%, i, -13, -26, 3%, -1%
5: COc1ccc(/C=N/Nc2cc(C)nc(N3CCOCC3)n2)cc1OC
  i, -2.6, 0%, i, 1, 50, -6%, 5%
6: c1ccc2c(c1)CNc1ccccc1C2
  i, 1.6, -1%, -4%[57.5 µM], -6, -14, 6%, 4%
7: Cc1ccc(C2=NS(=O)(=O)N(C)C(C(=O)NCc3cccs3)=C2)cc1
  i, 0.0, 2%, -42%[inhibitor], -5, -5, 8%, 8%
8: CCC(=O)n1nc(-c2cccnc2)nc1NCc1cccs1
  i, -12, -4%, -7%, -5, -18, 8%, 6%
9: O=C(COC(=O)c1cc([N+](=O)[O-])ccc1N1CCOCC1)Nc1cc(F)ccc1F
  i, -0.7, 1%, -12%, 4, -6, -6%, 13%
10: O=C(NNc1ccccc1[N+](=O)[O-])Nc1ccc(F)cc1F
  i, -2.7, 0%, i, -14, -12, -7%, 4%
11: CN1CCN(Cc2ccc(-c3ccc(Cl)cc3)o2)CC1
  nt, -2.8, -3%, i, -19, -71*, 5%, -4%
12: O=S(=O)(c1ccc(Oc2ccc(S(=O)(=O)N3CCOCC3)cc2)cc1)N1CCOCC1
  i, -3.0, 0%, -15%, -1, 22, -6%, 11%
13: CC[C@@]1(C(=O)OC)N[C@H](CN(C)S(=O)(=O)c2ccc(C(C)(C)C)cc2)[C@@H]2C(=O)N(C)C(=O)[C@@H]21
  i, 0.3, 0%, -33%, 41*, 29, -10%, -6%
14: CC1=NN(c2ccccc2)C(=O)/C1=C/N(C)C
  i, -0.9, 0%, i, 0, 8, 7%, -2%
15: CCOc1ccccc1C1CC(=O)Nc2cc3c(cc21)OCO3 (configuration not stated)
  nt, -0.3, 1%, -5%, 1, 6, 0%, 8%
16: Cn1nc(C(=O)N2CCN(c3ccccn3)CC2)c2ccccc2c1=O
  i, -2.6, 0%, i, 3, -2, 15%, 5%
17: Cc1ccc([N+](=O)[O-])c(C(=O)Nc2cccnc2Cl)c1
  i, -0.8, 1%, 1%, -1, -9, 6%, 6%
18: Cc1ccc(CCNC(=O)C2CCCN(S(=O)(=O)c3cnc[nH]3)C2)cc1 (configuration not stated)
  i, 0.1, 0%, -15%, -5, 26, -4%, 8%
19: Cc1noc(C)c1COC(=O)c1ccc(S(=O)(=O)NCc2ccco2)cc1
  i, -3.7, 2%, -56%[inhibitor], -7, -14, -3%, 12%
20: Cc1cccc(C)c1NC(=O)CNC(=O)c1ccc(N2CCCC2)c([N+](=O)[O-])c1
  i, 0.9, 0%, 30%, -5, ?, -11%, 6%

3 entries out of the list, ordered by length of the SMILES, highest first.
Each structure is followed by: Akt phos inh, CCT modulator, Mm-Cpn inhibitor, PTHR1 ag, DRD3 agonist, D3 antag, EPAC2 antagonist, EPAC2 agonist
1: Cc1cc(S(=O)(=O)N2CCCC2)ccc1OCC(=O)Nc1ccccc1
  i, 0.6, -1%, 7%, 2, -8, -8%, -2%
17: Cc1ccc([N+](=O)[O-])c(C(=O)Nc2cccnc2Cl)c1
  i, -0.8, 1%, 1%, -1, -9, 6%, 6%
6: c1ccc2c(c1)CNc1ccccc1C2
  i, 1.6, -1%, -4%[57.5 µM], -6, -14, 6%, 4%

Remaining list, next part.
Each structure is followed by: Akt phos inh, CCT modulator, Mm-Cpn inhibitor, PTHR1 ag, DRD3 agonist, D3 antag, EPAC2 antagonist, EPAC2 agonist
21: COc1cccc(C(C(=O)NC2CCCC2)N(C(=O)c2ccco2)c2ccc(NC(C)=O)cc2)c1OC (configuration not stated)
  i, -0.1, 1%, -4%, -11, -4, 5%, -9%
22: Cc1ccc(NC(=O)[C@@H]2O[C@H](CO)[C@@H](O)[C@H]2O)cc1C(F)(F)F
  i, 0.3, nt, -1%, 8, -22, 15%, 0%
23: Cc1ccc(S(=O)(=O)Nc2c(NC3CCCCC3)c3ccccc3oc2=O)cc1
  i, 2.4, 4%, -12%, -16, 13, -13%, 3%
24: O=C(Nc1ccc(Cl)cc1)c1cccc(OC(=S)N2CCOCC2)c1
  i, -3.3, 2%, -49%[inhibitor], -2, -7, -8%, 17%
25: O=S(=O)(c1ccc(F)cc1)N1CCC(n2cnc3ccccc32)CC1
  i, -0.4, -1%, -62%[inhibitor], -36, 7, -1%, -4%
26: CN(Cc1ccc(F)cc1)S(=O)(=O)c1nnc(NC(=O)c2ccccc2Br)s1
  i, -3.6, -22%, -77%&-71%[inhibitor], 1&-2, 5, -27%, 10%
27: O=C(COc1ccc2ccccc2c1)NN1C(=O)c2ccccc2C1=O
  i, -5.8, 0%, -25%, 3, 4, 10%, 0%
28: COCC(C)n1c(C)cc(C(=O)CSc2nnc(Nc3ccccc3F)s2)c1C (configuration not stated)
  i, -2.7, 1%, -16%[57.5 µM], -3, -1, -7%, 12%
29: O=C(Cn1nnc(-c2ccccc2)n1)NCc1ccccc1
  i, 1.4, -1%, i, -1, 10, -1%, -2%
30: COc1ccc(-n2c(Cc3cccn3C)nnc2SCC(=O)Nc2cc(Cl)ccc2OC)cc1
  i, -7.3, -6%, i, -3, 7, -6%, 18%
31: COC(=O)C1=C(C(=O)OC)C2C=CC1C1C(OC(C)=O)C(OC(C)=O)C21 (configuration not stated)
  i, 1.2, nt, i, 9, 6, 0%, 0%
32: Cc1c(NC(=O)CS(=O)(=O)c2ccccc2)c(=O)n(-c2ccccc2)n1C
  i, -0.8, 2%, i, 6, -3, 9%, 0%
33: COCCN1CCn2c(nc3cc(NC(=O)Cn4nc(C)c5ccccc5c4=O)ccc32)C1
  i, -0.8, -4%, i, 8, 12, 1%, 8%
34: CC(NC(=O)CS(=O)(=O)c1ccccc1)c1ccccc1 (configuration not stated)
  i, 0.7, 1%, i, 4, 7, -5%, 6%
35: Cc1ccc(C(=O)Nn2cnnc2)cc1
  i, -1.3, -11%, i, 7, 6, 7%, -3%
36: Cc1ccoc1C(=O)N1CCN(C(=O)c2occc2C)CC1
  i, 2.4, 3%, i, 3, 16, 13%, 1%
37: O=C(CCn1ccc2ccccc21)Nc1ccc(N2CCOCC2)cc1
  i, -10, 0%, -8%[57.5 µM], -3, 18, -5%, 10%
38: CC(C(=O)O)n1ncc2ccccc2c1=O (configuration not stated)
  i, -4.0, 1%, i, 1, 3, 12%, 0%
39: COCCCN(CC(=O)Nc1ccc(N2CCOCC2)cc1)S(=O)(=O)c1ccc(C)cc1
  i, -6.5, 0%, i, 6, 11, -2%, 11%
40: CN(C)S(=O)(=O)c1ccc(NC(=O)COC(=O)C2CC3CCCC(C2)C3=O)cc1 (configuration not stated)
  i, -2.3, 2%, -4%, -4, -9, 7%, 4%

More entries
Each structure is followed by: Akt phos inh, CCT modulator, Mm-Cpn inhibitor, PTHR1 ag, DRD3 agonist, D3 antag, EPAC2 antagonist, EPAC2 agonist
41: C=CCNCCOc1cccc(Br)c1
  i, 2.5, 1%, i, -22, -76*, -14%, -10%
42: CCOc1cccc(N2C(=O)CC(NNC(=O)c3ccc(Br)o3)C2=O)c1 (configuration not stated)
  i, -3.2, -3%, i, 5, 4, 2%, 9%
43: CN(Cc1ccc(Cl)s1)C(=O)CSc1nnc(C2CC2)n1C1CC1
  i, -0.3, -2%, -49%[inhibitor], 8, 3, -2%, 8%
44: O=C(OCc1cn(-c2ccc(Cl)cc2)nn1)c1ccccc1
  i, -1.8, 1%, -12%, -1, 23, -12%, 3%
45: Cc1cc(C)cc(NC(=O)N2CCCN(Cc3c(F)cccc3Cl)CC2)c1
  i, 1.9, 5%, -15%, -10, -20, -7%, 25%
46: CCOC(=O)c1c(CSC(=N)N)n(-c2ccc(Br)cc2)c2cc(Br)c(OC(C)=O)cc12
  i, -0.5, 0%, i, 17, -3, -1%, 8%
47: c1ccc(Cn2c(CNc3nc4ccccc4n3CCN3CCCCC3)nc3ccccc32)cc1
  i, -0.2, -6%, i, -18, ?, 2%[57.1 µM], 23%
48: CSc1c(CN2CCN(C)CC2)c2ccccc2n1C
  i, -0.1, nt, -13%, -14, -19, 8%, 0%
49: CC1=C(C(=O)Nc2ccc(C(=O)N3CCN(c4ccccc4F)CC3)cc2)SCCO1
  i, 1.6, 1%, -13%, 5, -1, -10%, -2%
50: COc1ccc(-c2nc(C(N)=O)c3[nH]c(=O)n(-c4cccc(Cl)c4)c3n2)cc1OC
  i, 0.8, 1%, i, -2, 11, 27%, -9%
51: COc1ccc(-c2ccc(CN3C(C)C(=O)N(Cc4cn(CCC5OCCO5)nn4)CCS3(=O)=O)cc2)cc1OC (configuration not stated)
  i, -2.8, nt, -39%[inhibitor], -3, -1, -8%, 12%
52: O=C(NCC1CCCO1)c1ccc(NS(=O)(=O)c2cccs2)cc1 (configuration not stated)
  i, -3.5, -2%, 2%, -12, -25, 19%, 13%
53: COc1ccc(CN(C)C(=O)c2cc(S(=O)(=O)N3CCCCCC3)ccc2OC)cc1OC
  i, 0.9, -5%, -16%, 6, 4, -8%, -2%
54: Cc1ccc(OCCOCCOc2ccc(Br)cc2/C=N\NC(=O)c2ccncc2)cc1
  i, 2.1, -23%, -31%, 2, -6, -9%, -6%
55: CCc1nc2ccc(C(=O)NCCOc3ccc(OC)cc3)cn2c1N(CC)CCOC
  i, 0.3, nt, -4%, -2, 1, 2%, 0%
